# From PubChem BioAssay
# rTrxR1 inhibitor: inhibitors of rat thioredoxin reductase 1; O89049; AID 588453; recombinant rTrxR1, NADPH fluorescence consumption, selenite substrate; Potency, µM (series often up to 114 µM), without a hit: top-dose activity change, negative = inhibition, most hits filed as inhibitors; 390,000 compounds, 1% hits; also: potency is read from the fitted curve at half-maximal effect; % is scaled to controls: 0 for no effect and ±100 for the full control effect; nearly all actives have a fitted effect of over 65% in size
# Target sequence (O89049 whole entry, looked up): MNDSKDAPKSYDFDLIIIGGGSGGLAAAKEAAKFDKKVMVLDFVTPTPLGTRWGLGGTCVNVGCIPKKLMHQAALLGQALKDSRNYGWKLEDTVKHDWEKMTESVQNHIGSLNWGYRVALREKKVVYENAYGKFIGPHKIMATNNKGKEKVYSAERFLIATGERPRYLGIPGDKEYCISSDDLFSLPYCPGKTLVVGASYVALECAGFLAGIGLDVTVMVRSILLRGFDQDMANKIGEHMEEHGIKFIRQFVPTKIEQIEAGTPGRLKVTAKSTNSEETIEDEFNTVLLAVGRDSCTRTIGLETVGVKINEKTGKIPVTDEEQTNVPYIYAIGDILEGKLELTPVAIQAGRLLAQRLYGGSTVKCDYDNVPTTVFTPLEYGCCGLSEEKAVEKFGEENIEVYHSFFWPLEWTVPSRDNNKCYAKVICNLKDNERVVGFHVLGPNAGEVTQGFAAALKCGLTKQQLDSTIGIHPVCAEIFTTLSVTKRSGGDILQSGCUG
#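 Rat TrxR1 (90 nM in the dispensed reagent) was pre-reduced with 400 uM NADPH for 5 min at room temperature, then incubated with compound for 15 min. After 400 uM selenite was added, NADPH fluorescence (Ex 340/Em 450 nm) was followed for 8 min.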
# TRHR agonist: activates the human TRH receptor; P34981; TRHR cells, calcium flux fluo-8, FDSS agonist mode; activation, % at 2 µM; 360,000 compounds, 0.18% hits; in the data active = activation above about 30%; also: 0% is about no effect
#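 TRHR-expressing cells loaded with fluo-8 calcium dye; 23 nL library compound pin-transferred, kinetic FDSS fluorescence (Ex 480/Em 530) recorded about 180 s for agonist-induced calcium release, before a 10 nM TRH EC20 addition for potentiator mode.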
# D2 antagonist: antagonists of human D2 dopamine receptor; 340,000 compounds, 2% hits; HEK293 TREx D2 cells, calcium flux, dopamine EC80; inhibition, % at 10 µM; P14416; in the data active = inhibition above about 30%; also: 0% is about no effect
#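 Read-out: kinetic calcium fluorescence (1 cycle/s) in inducible HEK293 T-REx D2 cells after an EC80 dopamine addition that followed 180 s compound preincubation. Loss of the dopamine response indicates antagonism.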
# PI4K2A inh: PI4K2A (human) kinase inhibition; Q9BTU6; purified PI4K2A, ADP-Glo luminescence, 1 h; active compounds read low; activity change, negative = inhibition, % at 76.9 µM; 420,000 compounds, 0.13% hits; in the data active = activity change below about -50%; inconclusive = mostly about -30% to -49%;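 also: -100% = wells without enzyme as full effect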
#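 PI4K2A activity was measured by ADP-Glo luminescence: enzyme (4 ug/mL stock) and phosphatidylinositol (1.2 mM stock) in Tris pH 7.5/MgCl2/EGTA/Triton X-100 buffer were reacted with ATP (300 microM stock) for one hour at ambient temperature.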
# D2 agonist: agonists of human D2 dopamine receptor; HEK293 T-REx D2 cells, calcium flux agonist mode; activation, % at 2 µM; 340,000 compounds, 0.53% hits; AID 485358;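 active = activation over 3 SD above normal in the single-dose calcium agonist read, cut at about 30% in these data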; also: 0% is about no effect
#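 Agonism scored from kinetic calcium signal (1 read/sec, 180 s) following compound pin transfer, after a 10 s baseline. Cells: HEK293 Trex line expressing inducible D2 receptor coupled to calcium, dye-loaded after overnight culture at 30 C.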
# TrxR1 substrate: is turned over as a substrate by rat TrxR1. 390,000 compounds, 0.01% hits. purified TrxR1 substrate turnover, NADPH consumption readout. Potency, µM (top dose mostly 114 µM), without a hit: top-dose activity change, negative = substrate turnover. AID 588456. O89049; also: potency is read from the fitted curve at half-maximal effect; % is scaled to controls: 0 for no effect and ±100 for the full control effect; nearly all actives have a fitted effect of over 50% in size
#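 Rat TrxR1, dispensed at 90 nM, was prereduced with 400 uM NADPH (final) for 5 min at ~22 deg C, then incubated with compound 15 min before 400 uM selenite. A first-read NADPH fluorescence drop versus no-compound background flagged substrates.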
# TRHR enhancer: TRH receptor (human) allosteric enhancement. enhancement, % at 2 µM. 360,000 compounds, 0.66% hits. P34981. TRHR cells, fluo-8 calcium fluorescence, EC20 TRH enhancement; in the data active = enhancement above about 30%; also: 0% is about no effect
#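 TRHR-expressing cells loaded with fluo-8 calcium dye were read kinetically (ex 480/em 530) during compound addition, then stimulated with an EC20 of TRH (10 nM final). Enhancement of the Gq-mediated intracellular calcium response was scored.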
# USP1-UAF1 inh: inhibitors of human USP1/UAF1 deubiquitinase; 390,000 compounds, 0.23% hits; O94782; recombinant USP1/UAF1, Ub-Rhodamine cleavage fluorescence; Potency, µM (titrated, usually from 57.1 µM), for the others: at the top dose activity change, negative = inhibition, hits mostly inhibitors; also: potency is read from the fitted curve at half-maximal effect; % is scaled to controls: 0 for no effect and ±100 for the full control effect; nearly all actives have a fitted effect of over 60% in size; inactives centre near -12
#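 Step one: compound is pinned into 1nM USP1/UAF1 in HEPES pH 7.8 buffer with TCEP. Step two: 15 min room-temperature incubation. Step three: Ub-Rho (150nM final) starts cleavage, tracked by fluorescence over six one-minute reads.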
# mIDH1 inhibitor: blocks human mutant IDH1 R132H enzyme | O75874 | IDH1-R132H enzyme, NADPH consumption, diaphorase/resazurin fluorescence | Potency, µM (top dose mostly 76.6 µM), for the others: at the top dose activity change, negative = inhibition, hits mostly inhibitors | 390,000 compounds, 0.093% hits | AID 602179; also: potency is read from the fitted curve at half-maximal effect; % is scaled to controls: 0 for no effect and ±100 for the full control effect; nearly all actives have a fitted effect of over 65% in size
# Target sequence (O75874 whole entry R132H, stated change not applied): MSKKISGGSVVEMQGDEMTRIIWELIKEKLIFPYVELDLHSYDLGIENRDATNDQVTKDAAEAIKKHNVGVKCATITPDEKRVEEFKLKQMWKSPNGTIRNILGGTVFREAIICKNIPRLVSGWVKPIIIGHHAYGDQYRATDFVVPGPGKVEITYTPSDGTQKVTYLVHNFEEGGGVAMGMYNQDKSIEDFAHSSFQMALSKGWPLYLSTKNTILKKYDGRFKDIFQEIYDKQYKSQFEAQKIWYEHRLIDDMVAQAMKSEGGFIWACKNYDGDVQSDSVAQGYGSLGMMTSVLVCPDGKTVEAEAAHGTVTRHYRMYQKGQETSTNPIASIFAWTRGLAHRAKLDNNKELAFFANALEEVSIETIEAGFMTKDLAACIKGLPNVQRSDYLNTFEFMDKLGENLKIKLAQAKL
#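 IDH1-R132H (0.5 ug/mL dispensed) in pH 7.5 Tris buffer was preincubated 30 min with compound, then given a substrate mix of 0.016 mM NADPH and 2 mM alpha-KG for 80 min at room temperature; remaining NADPH was read by diaphorase/resazurin fluorescence.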
# * hit, by the source's call; ? = inconclusive; · = not tested or not shown; [ ] = remark or other dose. Unless noted, calls follow the shape of the dose curve; as a rule, active = well fitted inhibition curve with a large enough effect; inconclusive = small, poorly fitted or top-dose-only effect; inactive = no such curve, though single readings can be large or run the other way.
SMILES,rTrxR1 inhibitor,TRHR agonist,D2 antagonist,PI4K2A inh,D2 agonist,TrxR1 substrate,TRHR enhancer,USP1-UAF1 inh,mIDH1 inhibitor
CN1CCCCCC1C(=O)N1CCC(N2CCC(C(=O)N3CCOCC3)CC2)CC1 (centres undefined),15%,0.8,-4,5,0.2,2%,-3,-9%,-1%
COc1cc(OC)cc(C(=O)N[C@H](C(=O)Nc2nc(-c3ccc(OC)c(OC)c3)cs2)C(C)C)c1,-6%,0.4,·,1,·,-4%,16,-11%,2%
COc1cc2c(cc1NC(C)=O)CCCC2,25%,-0.7,·,-1,·,9%,9,-19%,0%
O=S(=O)(Nc1n[nH]c(C(F)(F)F)n1)c1ccccc1,36%,-0.4,0,0,-1.2,4%,-4,-18%,0%
NC(=O)CC(NSc1ccccc1[N+](=O)[O-])C(=O)O (centres undefined),-9%,-0.1,·,-8,·,-6%,2,12%,-15%
Cc1cc(C)nc(NC(=O)c2ccc(C)o2)n1,8%,0.5,12,-5,-0.2,-4%,-1,-10%,-2%
Cc1ccc(OCCC(=O)OCC(=O)Nc2ccc3c(c2)OCO3)cc1,4%,-0.2,7,-3,-0.2,-6%[57.1 µM],-3,-8%,-7%
CC(=O)c1cccc(N(C(=O)CNC(=O)c2ccco2)C(C(=O)NC2CCCC2)c2ccco2)c1 (centres undefined),-35%,-0.8,-22,3,-0.4,-5%[57.1 µM],-4,-18%,-2%
CC(C)(C)c1ccc(OCC(=O)N(Cc2ccco2)Cc2ccccc2F)cc1,19%,8.2,·,-1,3.3,-3%,0,2%,-1%
COc1ccc(NC(=O)NCCN2CCN(c3ccc(C)cc3)CC2)c(Cl)c1,17%,0.0,-16,0,0.8,2%,4,-20%,5%
CCOC(=O)C1=NN(c2ccccc2C)C2=NC(C)=C(C(=O)OC)C(c3cccc(OC)c3)N12 (centres undefined),-12%,-0.1,14,4,2.2,-7%,-6,-19%,-22%
NS(=O)(=O)c1ccc(NC(=O)COc2ccc(C(=O)c3ccc(F)cc3)cc2)cc1,?,0.9,4,-2,1.0,-9%,4,-14%,5%
COC(=O)c1c(Sc2ccccc2)c2ccccc2n1C,9%,-1.0,-5,-3,0.4,6%,-14,-13%,14%
COc1ccc(NS(=O)(=O)c2c(C)[nH]c(=O)[nH]c2=O)cc1OC,0%,0.8,-9,5,0.8,-2%,4,-4%,-9%
NC(=O)COc1ncnc2scc(-c3ccc(F)cc3)c12,10%[57.1 µM],0.4,-2,3,0.3,5%,-1,-6%,4%
COC(=O)c1ccccc1NC(=O)Cn1cnc([N+](=O)[O-])c1,21%,-0.7,9,2,-0.8,-1%,-2,-21%,0%
O=C(O)c1ccccc1C(=O)Nc1ccc(-n2nc(C(F)(F)F)cc2C(F)(F)F)cc1,-9%,1.5,14,-4,1.6,-7%,-5,-7%,0%
Fc1ccccc1CSc1nnnn1-c1ccc2c(c1)OCO2,9%,0.4,1,3,0.1,-2%,-4,-16%,2%
Cc1ccc(S(=O)(=O)N2CCC[C@H]2C(=O)Nc2ccccc2C)cc1,-5%,·,·,3,·,-9%,·,-26%,-6%
CCc1nnc2c3ccccc3nc(N3CCN(c4cc(Cl)ccc4C)CC3)n12,0%,-1.3,·,3,·,-9%,4,?,18%
O=C(CON=C1c2ccccc2-c2ccccc21)NC12CC3CC(CC(C3)C1)C2,11%,-0.6,9,-2,-0.3,1%,1,-19%,7%
Cc1ccc(N(CC(O)CN2CCCCC2)S(=O)(=O)c2ccc(C)cc2)cc1 (centres undefined),13%[57.1 µM],0.6,17,-4,-0.2,7%[57.1 µM],-3,-6%,-11%
NC(=O)C1CCN(c2ccc(S(=O)(=O)N3CCCCC3)cn2)CC1,9%[11.4 µM],0.5,14,-10,0.5,5%[11.4 µM],-2,5%,14%
C/C=C(\C)c1nnc(NC(=O)C(C)C)s1,-2%,0.8,1,2,1.2,-3%,0,-13%,2%
CN1C(=O)c2ccccc2C(C(=O)O)C1c1cccc(F)c1 (centres undefined),-3%,0.2,-5,-8,-0.2,12%[57.1 µM],1,-24%,5%
CC(=O)c1cccc(N(C(=O)c2ccco2)C(C(=O)NC2CCCCC2)c2ccc(C)o2)c1 (centres undefined),-7%[57.1 µM],0.3,3,8,-0.6,8%[57.1 µM],5,-24%,?
O=C1CC(c2cc([N+](=O)[O-])ccc2Cl)c2c(ccc3ccccc23)N1 (centres undefined),1%,-0.8,-4,1,-1.1,-2%,-3,-20%,-24%
O=C1CCN(c2ncccc2[N+](=O)[O-])CC1,16%[57.1 µM],0.3,2,8,1.5,3%,3,8%,12%
COc1ccc(C)cc1NC(=O)C(CCS(C)(=O)=O)NC(C)=O (centres undefined),6%[57.1 µM],0.7,10,4,0.7,6%[57.1 µM],-4,-13%,14%
Cc1ccccc1-c1nc2sc3c(c2c(=O)n1N)CCCC3,28%[57.1 µM],-0.2,12,-1,0.7,11%[57.1 µM],4,-21%,-3%
O=C(COc1cc2oc(=O)c3c(c2cc1Cl)CCC3)Nc1cccnc1,28%,0.7,7,6,-0.2,8%,3,-22%,4%
O=C(Cn1c(=O)n(Cc2ccco2)c(=O)c2sc3ccccc3c21)Nc1ccccc1C(F)(F)F,-24%,-0.2,·,0,0.6,-2%,-1,-30%,3%
O=C(O)CCC(=NNC(=O)c1cccc(S(=O)(=O)N2CCCCC2)c1)c1ccccc1,10%,·,·,1,·,1%,·,-25%,-11%
Cc1ccc(-n2c3c(c(=O)[nH]c2=O)C(C(F)(F)F)(C(F)(F)F)NC(=O)N3)cc1,28%,0.0,17,-1,0.1,4%,-9,6%,2%
CCOC(=O)c1c(C)[nH]c(C)c1S(=O)(=O)NCCc1ccc(SC)cc1,13%,-0.7,5,1,-3.6,1%,6,-7%,5%
COCc1ccc(CN2CCC(C(=O)Nc3cccc(-c4cscn4)c3)CC2)o1,-13%,0.1,32*,3,0.4,-6%,3,-7%,-8%
CCN(CC(=O)NC(=O)NCc1ccccc1)CC(=O)Nc1cc(Cl)ccc1C,8%,0.3,21,0,-0.2,0%,4,-27%,12%
COc1ccc(C(C)NC(=O)c2ccccc2)cc1 (centres undefined),16%,-0.3,-8,-2,0.1,11%,1,?,0%
COc1cccc(N(C(=O)C2COc3ccccc3O2)C(C(=O)NC2CCCCC2)c2ccc(O)cc2)c1 (centres undefined),·,-0.8,-31,·,-0.3,·,-5,·,·
COc1cc(/C=C(\CC(=O)O)c2nc3ccccc3s2)cc(OC)c1O,2%[57.1 µM],4.6,-14,-10,6.8,-5%[57.1 µM],4,-11%,-2%
CC(C)N(C)C(=O)CCc1nnc(CCc2c[nH]c3ccccc23)o1,31%,-0.8,3,4,-1.7,4%,2,-18%,-5%
CC(C)(C)NC(=O)CSC(=Nc1ccc(F)cc1)NC#N,-13%,1.3,4,0,0.4,-5%,3,-2%,-1%
CCn1c(=N)c(C(=O)NC)cc2c(=O)n3cccc(C)c3nc21,-21%,0.3,-12,-8,-0.2,667%[activator],-3,-19%,0%
Cc1ccc(OCC(=O)c2cc(C)c(C)cc2C)c([N+](=O)[O-])n1,?,1.2,-17,-3,-1.0,-9%,-1,-6%,1%
O=C(c1cccc(C(F)(F)F)c1)N1CCC2(CC1)NCCc1[nH]cnc12,?,0.6,26,2,-0.2,0%,-3,-17%,-4%
O=C(c1ccco1)N1CCN(C(=O)c2ccc(Cn3cc(Br)cn3)o2)CC1,?,0.1,2,7,0.0,-1%,-1,-17%,0%
Nc1nonc1-n1nnc(C(=O)N/N=C/c2ccccc2F)c1-c1cccs1,12%,-0.1,-2,6,-0.1,-6%,1,-23%,3%
COc1cc(NC(=O)c2ccco2)c(C(=O)OCC(=O)c2c[nH]c3ccccc23)cc1OC,42%[activator],-0.3,-4,-1,0.8,29%,2,-19%,4%
O=C(NNC1=NS(=O)(=O)c2ccccc21)c1ccccc1,14%,0.0,2,3,1.5,-10%,3,-19%,-5%
CCc1ccc(NC(=O)N2c3ccccc3Sc3ccccc32)cc1,11%,0.1,·,-3,-1.7,2%,1,-11%,16%

# Profiles as entered above:
# `CN1CCCCCC1C(=O)N1CCC(N2CCC(C(=O)N3CCOCC3)CC2)CC1` (centres undefined) reads rTrxR1 inhibitor = 15%; TRHR agonist = 0.8; D2 antagonist = -4; PI4K2A inh = 5; D2 agonist = 0.2; TrxR1 substrate = 2%; TRHR enhancer = -3; USP1-UAF1 inh = -9%; mIDH1 inhibitor = -1%
# `C/C=C(\C)c1nnc(NC(=O)C(C)C)s1` reads rTrxR1 inhibitor = -2%; TRHR agonist = 0.8; D2 antagonist = 1; PI4K2A inh = 2; D2 agonist = 1.2; TrxR1 substrate = -3%; TRHR enhancer = 0; USP1-UAF1 inh = -13%; mIDH1 inhibitor = 2%

# Following part
SMILES,rTrxR1 inhibitor,TRHR agonist,D2 antagonist,PI4K2A inh,D2 agonist,TrxR1 substrate,TRHR enhancer,USP1-UAF1 inh,mIDH1 inhibitor
O=C(Cn1cc(S(=O)(=O)Cc2cccc(Cl)c2)c2ccccc21)Nc1ccc(F)c(Cl)c1,13%,1.3,·,-6,0.4,-3%,-7,-26%,0%
C=CCn1c(SCC(=O)Nc2ccc(S(N)(=O)=O)cc2)nnc1-c1cnccn1,26%,-0.4,-4,-6,-0.3,7%,-3,-21%,3%
CN(C)c1nc(OCCOC(=O)COc2ccc(Cl)cc2Cl)nc(N(C)C)n1,4%[57.1 µM],-0.1,-7,-4,-0.3,4%[57.1 µM],-3,-15%,5%
Cc1cccc(C2=NNC(=O)C(c3ccc(Cl)cc3)C2)c1 (centres undefined),18%[11.4 µM],0.1,·,3,·,6%[11.4 µM],1,-6%,3%
